ZTA DNA inh: blocks Epstein-Barr virus ZTA, an EBNA-1 counter-screen; ZTA-DNA binding, fluorescence polarization; inhibition, % at 11 µM; 0.15% of 320,000 active; P03206; in the data active = inhibition above about 33%
Target sequence (P03206 whole entry, looked up): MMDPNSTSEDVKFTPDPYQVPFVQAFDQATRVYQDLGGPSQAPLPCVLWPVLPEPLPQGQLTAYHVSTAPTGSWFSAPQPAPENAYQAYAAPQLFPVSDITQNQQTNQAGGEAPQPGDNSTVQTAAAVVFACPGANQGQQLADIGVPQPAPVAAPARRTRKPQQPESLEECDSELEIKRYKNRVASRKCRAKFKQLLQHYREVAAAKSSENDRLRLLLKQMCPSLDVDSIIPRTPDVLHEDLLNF
TPT1 inhibitor: blocks Candida albicans tRNA 2'-phosphotransferase; recombinant caTPT1, FP RNA substrate dephosphorylation; inhibition, % at 5 µM; 0.81% of 300,000 active;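 active = inhibition above the mean of all tested compounds plus 3 SD, set per screening campaign, cut at about 24% in these data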;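 also: plate controls were DMSO alone for no effect and ferristatin control at 100 nM for full effect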
CTSL1 counter: blocks F. hepatica cathepsin L1 in PFM18AAP counter-screen; 0.49% of 300,000 active; recombinant F. hepatica cathepsin L1, Z-Leu-Arg-MCA fluorescence; inhibition, % at 5.96 µM;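 active = inhibition above the mean of all tested compounds plus 3 SD, set per screening campaign, cut at about 17% in these data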;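 also: 0% = plate median of test compound wells and 100% = 1 µM Z-Phe-Ala-diazomethylketone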
Yeast superoxide: lowers age-related superoxide in aged yeast cells. S. cerevisiae aged cells, superoxide DHE fluorescence; hits give low values. superoxide response (% of plate mean), % at 10 µM. 0.18% of 330,000 active;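 active = superoxide response under a set limit, about three screen SD below normal, cut at about 65% in these data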;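 also: yeast aged for seven days with compound at 30 °C before DHE staining; 100% = average MFI of all compound-treated wells on the plate with controls excluded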
GASC-1 inh: human JMJD2C demethylase inhibition | GST-JMJD2C(1-420) H3K9me3 demethylation, DELFIA europium | 0.069% of 330,000 active | inhibition, % at 2.35 µM;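 active = more than half of a compound's replicate wells show inhibition beyond 50%, single wells judged on their own value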;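 also: signal counts dimethyl H3K9 product captured on neutravidin plate; 0% = median of DMSO wells and 100% = 0.3 times that DMSO median; strong numbers were not always called active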
EBNA-1 inh: blocks EBNA-1 binding to DNA | 0.34% of 300,000 active | EBNA-1 DNA binding, fluorescence polarization | inhibition, % at 14.8 µM; in the data active = inhibition above about 28%
core dimer inh: HCV core protein dimerization inhibition; TR-FRET GST/Flag-core106 dimerization, 1536-well; inhibition, % at 5 µM; 0.33% of 300,000 active; AID 1899;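 active = inhibition above the mean of all tested compounds plus 3 SD, set per screening campaign, cut at about 45% in these data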
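Test system: GST/Flag-tagged HCV core106 proteins; Medium: KF-containing HEPES buffer, pH 7.45, DTT, CHAPS, BSA; Times: compound-protein-antibody incubation 4 h at 22.5 °C; Detection: TR-FRET 671 and 617 nm emission; Benchmarks: wells lacking GST-core106 and wells with excess unlabelled core106.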
PP5 inh: inhibitors of human protein phosphatase 5 (PP5); purified PP5c, OMFP substrate fluorescence; inhibition, % at 6.7 µM; AID 1987; P53041; 0.18% of 320,000 active;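 active = inhibition above the campaign's mean inhibition across all tested compounds plus 3 SD, cut at about 9.5% in these data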;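 also: 0% = DMSO only and 100% = 100 µM cantharidin control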
Target sequence (P53041 whole entry, looked up): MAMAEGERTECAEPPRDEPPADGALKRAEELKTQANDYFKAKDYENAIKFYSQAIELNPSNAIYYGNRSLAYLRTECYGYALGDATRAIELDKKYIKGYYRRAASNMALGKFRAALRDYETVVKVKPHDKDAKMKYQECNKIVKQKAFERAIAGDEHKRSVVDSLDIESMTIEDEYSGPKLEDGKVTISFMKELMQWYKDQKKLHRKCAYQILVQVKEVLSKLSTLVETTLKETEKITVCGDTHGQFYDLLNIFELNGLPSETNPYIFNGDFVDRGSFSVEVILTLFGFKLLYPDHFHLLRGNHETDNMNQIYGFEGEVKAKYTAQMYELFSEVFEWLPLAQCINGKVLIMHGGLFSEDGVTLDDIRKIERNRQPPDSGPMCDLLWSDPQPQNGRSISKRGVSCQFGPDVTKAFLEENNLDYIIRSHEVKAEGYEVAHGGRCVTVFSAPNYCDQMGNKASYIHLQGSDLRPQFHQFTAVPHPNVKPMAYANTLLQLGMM
PP1 inh: blocks human PP1-alpha phosphatase, a PP5 counter-screen; purified PP1alpha, OMFP fluorescence; inhibition, % at 6.7 µM; 0.9% of 320,000 active;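 active = inhibition above the mean inhibition of all tested compounds plus 3 SD, computed separately for each screening campaign, cut at about 15% in these data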
Target sequence (P62136 whole entry, looked up): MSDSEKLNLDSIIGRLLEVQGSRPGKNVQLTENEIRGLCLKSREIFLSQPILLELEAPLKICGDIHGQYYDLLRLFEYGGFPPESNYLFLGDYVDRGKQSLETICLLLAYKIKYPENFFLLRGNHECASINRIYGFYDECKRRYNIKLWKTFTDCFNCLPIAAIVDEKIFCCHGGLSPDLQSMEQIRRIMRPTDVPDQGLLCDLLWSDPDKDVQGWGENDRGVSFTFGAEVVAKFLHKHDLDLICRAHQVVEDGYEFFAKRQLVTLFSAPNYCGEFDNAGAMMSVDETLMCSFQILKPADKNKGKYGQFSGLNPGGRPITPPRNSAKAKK
* = called active by the depositor; / = not tested or not shown. The order is random, and some 3.1% of all compounds hit somewhere here.

SMILES	ZTA DNA inh	TPT1 inhibitor	CTSL1 counter	Yeast superoxide	GASC-1 inh	EBNA-1 inh	core dimer inh	PP5 inh	PP1 inh
Cc1ccc(C)c(C(=O)CN2C(=O)C(=O)N(C3CCCC3)C2=O)c1	-22	/	/	79	13	/	/	2.7	-3
CC1(C)CC(=O)C(C=NCCN2CCOCC2)=C(O)C1	-1	3	-5	108	-49	-8	-3	2.8	-5
COc1cc(C)c(C(=O)CC(=O)c2c(C)cc(OC)cc2C)c(C)c1	23	1	3	91	-3	0	-3	-0.7	-5
COc1ccc(CN2CCC(CO)(CCOc3ccccc3)CC2)cc1C	2	4	3	112	7	-2	-4	-0.1	0
COc1ccc(N2CC(C(=O)Nc3nc4ccccc4s3)CC2=O)cc1 (centres undefined)	2	1	1	104	-6	-6	-1	0.1	-1
Cc1ccccc1C(=O)c1cccn1CC(=O)NCC(C)c1ccccc1 (centres undefined)	2	1	1	109	0	-2	11	2.4	0
CC1(c2nnc(-c3ccncc3)o2)CC(c2cccc(Cl)c2)=NO1 (centres undefined)	13	-3	-2	93	-18	-4	-2	2.4	0
O=C(Cn1cccc1C(=O)c1ccccc1)NCCc1ccccc1	0	-1	3	104	0	-12	-1	0.2	2
CC(=O)N(C)c1ccc(NC(=O)COc2ccc(Br)cc2C)cc1	-19	-2	1	99	-11	-4	-10	-4.7	4
CC1CCCN(CCSc2ccc(Cl)cc2)C1 (centres undefined)	-3	-8	-4	110	-3	-1	-14	0.7	2
CCOC(=O)c1[nH]c(C)c(C(=O)Nc2ccc(C)cc2C)c1C	-8	-1	-2	102	-1	-11	7	3.7	-4
Cc1ccc(S(=O)(=O)CCC(=O)Nc2ccccc2N2CCCC2)cc1	5	/	/	94	-3	/	/	-1.1	-1
COc1ccc(C2C(C#N)=C(N)OC3=C2C(=O)CC(C)(C)C3)c([N+](=O)[O-])c1OC (centres undefined)	-2	-3	3	100	33	0	2	0.7	3
Cc1ccc(C)c(S(=O)(=O)Nc2ccc(C(=O)N3CCC3)cc2)c1	5	0	-3	91	1	9	1	-2.0	-6
Cc1ccc(S(=O)(=O)N2CCCC2CNC(=O)C(=O)NC2CC2)cc1 (centres undefined)	-17	1	-3	90	-1	4	-8	0.7	4
CCOC(=O)C1=C(N)N2C(=O)C(C)SC2=C(C(=O)OCC)C1c1cc(OC)c(OC)c(OC)c1 (centres undefined)	-2	-3	1	97	1	2	2	3.3	1
Cc1nc(N2CCN(c3ccccc3)CC2)[nH]c(=O)c1Cc1cccc2ccccc12	-5	1	-1	103	28	-10	-6	0.6	0
COc1ccc(NC(=S)N2CCCCCC2)cc1OC	9	-2	-6	111	-4	-5	8	-2.9	3
COc1ccc(OC)c(NC(=O)C2CCCCC2C(=O)O)c1 (centres undefined)	-11	-6	1	95	-8	-2	-14	1.2	0
CCN(CC)S(=O)(=O)c1cccc(NC(=O)CN(C)Cc2cccc(OC)c2)c1	-14	3	8	87	2	24	-2	1.5	0
O=C(NCc1cccnc1)C1c2ccccc2C(=O)N1C1CCCCCCC1 (centres undefined)	-6	2	4	102	-5	-6	-3	-1.0	1
CC1CCC(NC(=O)CCS(=O)(=O)c2ccc3c(c2)NC(=O)C(C)S3)CC1 (centres undefined)	11	-3	1	96	-4	0	4	0.1	1
CCCC12CN3CCN(CC(C3)/C1=N\NC(=O)c1ccccc1Cl)C2	-4	3	5	99	-18	-12	2	-1.5	-1
O=C(O)CCn1cc(-c2ccc(Cl)cc2)nc1-c1ccncc1	-13	-2	-2	91	6	6	-12	3.1	2
Cc1ccsc1/C=N/NC(=O)Cc1ccc(Cl)cc1	-7	-3	1	102	4	2	-1	0.5	2
CCOc1ccc(S(=O)(=O)N2CCCC(C(=O)NCC3CCCO3)C2)cc1 (centres undefined)	11	2	-3	102	9	12	11	-1.7	-3
Cc1noc(C)c1S(=O)(=O)N1CCC2(CC1)OCCO2	1	-4	-4	99	14	-3	-7	0.6	1
CNC(=S)N(Cc1ccco1)Cc1cc2cc3c(cc2[nH]c1=O)OCCO3	-8	0	1	112	6	3	6	-1.0	-3
CSc1ccc(OC2CCCCC2NS(=O)(=O)c2ccc(Cl)cc2)cc1 (centres undefined)	3	0	-1	124	4	12	3	2.5	4
COc1cc(/C=C(\NC(C)=O)C(=O)N2CCCCC2)ccc1OC(C)=O	-7	1	-2	114	-24	-10	2	0.7	2
NC(=O)CC(NC(=O)Cc1ccc(Br)cc1)c1ccc(NCC2CC2)c([N+](=O)[O-])c1 (centres undefined)	-8	14	0	100	3	-6	11	2.5	15
COc1ccc(C(=O)O/N=C(\N)c2ccccc2)cc1	-2	-4	-1	103	-3	-6	-3	0.2	2
O=C(Nc1ccc(N2C(=O)C3C4C=CC(C4)C3C2=O)cc1)Nc1nnc(C(F)(F)F)s1 (centres undefined)	-12	0	2	104	15	-15	3	4.2	3
CCn1nc(-c2ccccc2)c2nc3ccccc3nc21	2	-10	-1	107	6	-3	2	4.3	2
CCN(c1ccc(NC(=O)COC(=O)c2ccc([N+](=O)[O-])o2)cc1)C(C)C	2	/	/	166	-2	/	/	0.2	0
Cc1ccc(C(CC(=O)NCc2ccco2)c2ccccc2)c(O)c1 (centres undefined)	0	0	-2	118	4	-9	-2	5.1	-2
COc1ccc(/C(C)=N/OC/C(O)=C(\C#N)c2nc3ccccc3[nH]2)cc1	-4	6	2	85	-15	-6	31	3.2	4
Cc1ccc(C)c(-c2cc(C(=O)Nc3sc(C)c(C)c3C(N)=O)c3ccccc3n2)c1	19	-1	0	147	-6	21	7	3.5	0
CC(C)CCN1C(=O)c2ccc(C(=O)Nc3ccccn3)cc2C1=O	0	-4	0	95	-13	0	-1	-0.7	-2
NC(=S)Nc1ccc(F)cc1F	4	-2	2	110	-5	-3	-3	-1.7	-3
Nc1c(Cl)cc(C2=NCCn3c2c2ccccc2[n+]3[O-])cc1Cl	14	1	-1	68	3	7	-6	2.8	-1
CC(=O)c1cn(C)c(=O)c2ccccc12	6	-3	3	102	-5	-4	1	-1.7	-3
CC1CC(C)CN(CCCNC(=O)c2cc3c(s2)-c2ccccc2OC3)C1 (centres undefined)	5	0	0	93	1	7	3	0.2	0
CCn1ccnc1[C@@H]1C[C@H]2CN(Cc3ccccc3OC)C(=O)[C@]23CCCN13	5	1	4	85	2	-7	-1	-5.0	-3
S=c1nc(-c2ccccc2)[nH]c2ccccc12	5	0	0	109	2	3	33	-3.0	3
CC1CCCC(NC(=O)CCC(=O)NCc2ccccc2)C1C (centres undefined)	-4	-4	-7	100	2	-7	-6	1.5	0
CCCN1C2CCCC1CC(NC(=O)c1ccccc1OCC)C2 (centres undefined)	-8	-1	-1	114	1	-8	-1	0.9	-5
COc1ccccc1C(=O)Nc1ccc(N2CCN(C(C)=O)CC2)cc1	16	-1	0	109	11	8	-2	-0.4	-1
Cc1cc(C)cc(Oc2nn[nH]n2)c1	14	-4	0	103	-8	7	2	-1.9	-3
CCS(=O)(=O)n1nc(-c2ccc(Cl)cc2)nc1SCc1ccccc1	-1	-2	1	94	-18	4	-8	4.9	6
CN1CCN(CCC=C2c3ccccc3Sc3ccc(S(=O)(=O)N(C)C)cc32)CC1	-5	1	7	106	/	7	2	-0.7	-1
COc1ccccc1N(CC(=O)N/N=C/c1ccc(OCC(=O)NCc2ccco2)cc1)S(=O)(=O)c1ccc(C)cc1	10	-1	-3	92	-1	6	28	4.2	15
Cc1cccc(NC(=O)c2cccc(C(=O)Nc3cccc(C)c3)n2)c1	-12	-1	-1	110	-6	16	5	-0.1	-4
CN(C)C(CNC(=O)c1cccc(S(=O)(=O)Nc2ccccc2Cl)c1)c1ccco1 (centres undefined)	-15	/	/	102	-1	/	/	2.6	-2
COc1ccc(N2CC(C(=O)NC3CCSC3=O)CC2=O)cc1 (centres undefined)	-18	-1	-2	96	9	-1	-10	-0.6	-1
CCC(CC)C(=O)Nc1nnc(S(=O)(=O)N2CCCCCC2)s1	15	-2	0	97	-17	7	1	-1.2	-1
COC(=O)c1cccc(S(=O)(=O)N2CCC(n3nnc4cc(F)ccc43)CC2)c1	-19	-2	0	96	-1	-14	5	-5.0	1
Clc1cncc(Cl)c1N/N=C/c1ccncc1	-8	-2	2	108	10	-4	-12	1.9	-1
CC(C)c1ccc(C2CC(c3ccc(Br)cc3)=NN2C(N)=S)cc1 (centres undefined)	3	2	20*	104	7	6	-77	0.7	4
CC1(C)CC(=O)CC(=O)/C1=N\Nc1c(Cl)cc(Cl)cc1Cl	-3	-3	1	97	-1	-2	6	0.5	-3

Record cards, as listed above:
CN1CCN(CCC=C2c3ccccc3Sc3ccc(S(=O)(=O)N(C)C)cc32)CC1 is entered as ZTA DNA inh = -5; TPT1 inhibitor = 1; CTSL1 counter = 7; Yeast superoxide = 106; GASC-1 inh = /; EBNA-1 inh = 7; core dimer inh = 2; PP5 inh = -0.7; PP1 inh = -1
COc1ccccc1N(CC(=O)N/N=C/c1ccc(OCC(=O)NCc2ccco2)cc1)S(=O)(=O)c1ccc(C)cc1 is entered as ZTA DNA inh = 10; TPT1 inhibitor = -1; CTSL1 counter = -3; Yeast superoxide = 92; GASC-1 inh = -1; EBNA-1 inh = 6; core dimer inh = 28; PP5 inh = 4.2; PP1 inh = 15

Back to the main list, starting three compounds before the break.
SMILES	ZTA DNA inh	TPT1 inhibitor	CTSL1 counter	Yeast superoxide	GASC-1 inh	EBNA-1 inh	core dimer inh	PP5 inh	PP1 inh
Clc1cncc(Cl)c1N/N=C/c1ccncc1	-8	-2	2	108	10	-4	-12	1.9	-1
CC(C)c1ccc(C2CC(c3ccc(Br)cc3)=NN2C(N)=S)cc1 (centres undefined)	3	2	20*	104	7	6	-77	0.7	4
CC1(C)CC(=O)CC(=O)/C1=N\Nc1c(Cl)cc(Cl)cc1Cl	-3	-3	1	97	-1	-2	6	0.5	-3
Cc1nnc(NC(=O)CSc2nnc(Cc3cccn3C)n2-c2cccc(C(F)(F)F)c2)s1	18	4	1	121	-27	8	-4	4.2	-1
CCC(=O)N/N=C(\C)CC(=O)Nc1ccc2c(c1)OCCO2	-8	0	1	89	-3	4	-6	-2.4	-5
Cc1cc(=O)oc2cc(NC(=S)NCc3ccccn3)ccc12	-4	-1	-1	73	2	-9	5	-0.2	-6
CCc1ccc(C)[n+](CC(=O)c2cccs2)c1	4	-2	-1	89	15	9	8	-1.1	4
CC(=O)c1ccc(N2CCN(CC(=O)N(C3CC3)C3CCS(=O)(=O)C3)CC2)c(F)c1 (centres undefined)	2	/	/	86	-4	/	/	1.2	-3
Cc1c(OCC(=O)NCC(O)c2ccccc2)ccc2c(-c3ccccc3)cc(=O)oc12 (centres undefined)	-10	1	0	102	2	3	2	1.5	-4
O=C(Nc1ccc2c(c1)OCO2)C1CC(c2cccc(Br)c2)=NO1 (centres undefined)	2	-2	7	104	-3	-6	-3	0.2	1
CCOC(=O)c1cc[nH]c1CC(=O)NC	-2	-4	-2	102	-12	6	-1	-1.8	0
COc1cc([N+](=O)[O-])ccc1NC(=O)CSc1nncn1-c1cccnc1	4	0	1	112	-3	7	6	-0.4	2
Cc1ccc(Cn2c(N3CCN(C)CC3)nc3c2c(=O)[nH]c(=O)n3C)cc1	3	-2	1	101	-28	2	-6	1.3	-1
COC(=O)[C@H](C)NC(=O)Nc1ccc(Oc2ccccc2)cc1	-21	1	0	131	-23	-9	0	2.1	-8
COc1ccc2nc(C)cc(SCC(=O)N/N=C/c3ccc(O)cc3O)c2c1	9	-1	4	97	18	7	3	-1.5	-1
COc1ccc(C)cc1NC(=O)c1[nH]c(C)c(C(C)=O)c1C	-5	1	1	97	6	0	1	-0.4	1
O=C(O)c1ccc(CSc2ncnc3c2cnn3Cc2ccccc2)cc1	-11	-2	2	93	-5	-5	1	-0.3	-1

Source: PubChem BioAssay (several laboratories)
